Screens as filed in PubChem.
Dengue-2 NS5 capping – Dengue-2 NS5 methyltransferase inhibitors, primary screen, biochemical, confirmation dose response (AID 588689). 0.3% of 340,000 active. one-dose inhibition, % at 25 µM; IC50 in µM for titrated hits. Dengue-2 NS5 methyltransferase capping enzyme assay, biochemical; higher % means a stronger effect; in the data active means a potency from the dose series
NTR1 ag – NTR1-driven beta-arrestin-GFP spot formation – imaging, U2OS cells, high content, primary screen (AID 493036). 0.17% of 330,000 active. activation, % at 20 µM. agonist mode. P30989;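 active means activation at or above 40% of the spot to cytoplasm intensity ratio, with at least 20 cells analyzed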;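 further: 0% = DMSO without peptide and 100% = 100 nM NTR1 peptide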
Target sequence (P30989 whole entry, looked up): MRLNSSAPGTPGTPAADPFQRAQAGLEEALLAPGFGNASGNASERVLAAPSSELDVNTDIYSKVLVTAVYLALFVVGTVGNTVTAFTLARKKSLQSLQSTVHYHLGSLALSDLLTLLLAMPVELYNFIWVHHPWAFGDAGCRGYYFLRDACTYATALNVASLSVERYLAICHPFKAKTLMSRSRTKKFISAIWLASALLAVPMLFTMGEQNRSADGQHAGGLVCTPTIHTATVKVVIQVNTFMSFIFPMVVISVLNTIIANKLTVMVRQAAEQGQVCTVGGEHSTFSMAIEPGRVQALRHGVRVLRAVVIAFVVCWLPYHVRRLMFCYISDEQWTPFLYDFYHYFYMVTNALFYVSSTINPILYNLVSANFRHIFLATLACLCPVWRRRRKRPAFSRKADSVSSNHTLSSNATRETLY
AID2073 – inhibitors of Mint1-CaV2.2 protein interaction, biochemical, HTRF (AID 2073). inhibition, % at 20 µM; hits with a dose series show IC50 in µM. HTRF protein-protein interaction, Mint1-CaV2.2; higher % means a stronger effect. 0.19% of 290,000 active; in the data active means inhibition mostly above about 51%, no sharp cut-off; further: some results filed as inactive read as strong as hits
SIAH1 antagonists – Siah-1 peptide-binding antagonists, primary screen, biochemical, fluorescence polarization, rhodamine-plectin, uHTS (AID 1817) | Siah-1 / rhodamine-plectin peptide fluorescence polarization; higher % means a stronger effect | displacement, % at 20 µM; hits with a dose series show IC50 in µM | 0.02% of 290,000 active;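 active means displacement of at least 50% at 20 µM, with a fluorescence ratio check between 0.3 and a set limit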;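 further: plate controls were Siah plus tracer with DMSO for no effect and tracer alone without Siah for full effect; strong numbers were not always called active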
GPR55 beta-arrestin – selective activators of receptor GPR55 – imaging, U2OS cells, beta-arrestin-GFP redistribution, primary screen (AID 1961); U2OS GPR55 beta-arrestin-GFP redistribution imaging; higher % means a stronger effect; one-dose activation, % at 10 µM; EC50 in µM for titrated hits; 0.048% of 290,000 active;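 active means activation above 40% with more than 50 cells counted in the well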;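 further: U2OS osteosarcoma cells stably expressing GPR55 and beta-arrestin-GFP; plate controls were DMSO negative control for no effect and LPI positive control for full effect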
UTI89 phage lysis – inhibition of K1F phage lysis, E. coli UTI89, bacterial capsule biogenesis inhibitors, alamar blue (AID 488966). inhibition, % at 100 µM, or IC50 in µM where a hit was titrated. 0.02% of 340,000 active. E. coli UTI89 K1F phage lysis, alamar blue, 2 h; higher % means a stronger effect;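 active means phage lysis inhibition, versus mean bacterial control, above a set limit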;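 further: capsule biogenesis inhibitors block K1F phage lysis so surviving cells raise fluorescence; higher fluorescence means more inhibition of phage lysis; actives were called in the ten point dose series up to 300 µM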
GPR55 antagonists – inhibition of LPI-stimulated GPR55 beta-arrestin translocation – imaging, U2OS, beta-arrestin-GFP, LPI agonist, primary screen (AID 2013); U2OS GPR55 beta-arrestin-GFP translocation imaging, LPI antagonism; higher % means a stronger effect; one-dose inhibition, % at 10 µM; IC50 in µM for titrated hits; 0.13% of 290,000 active;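 active means spots per cell inhibited over 60%, with over 100 cells counted and total cytoplasm intensity under 500,000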;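 further: U2OS cells stably carrying GPR55 and arrestin-GFP stimulated by 5 µM LPI near EC80; imaged beta-arrestin-GFP aggregate spots per cell after agonist stimulation; plate controls were LPI-stimulated DMSO wells for no effect and DMSO wells without LPI for full effect; some results filed as inactive read as strong as hits; confirmed hits need IC50 under 10 µM and bright autofluorescent wells are also inconclusive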
GPR35 arrestin U2OS – inhibition of zaprinast-stimulated GPR35 beta-arrestin translocation – imaging, U2OS, beta-arrestin-GFP, zaprinast agonist, primary screen (AID 2058); 0.052% of 290,000 active; inhibition, % at 10 µM; hits with a dose series show IC50 in µM; U2OS GPR35 beta-arrestin-GFP translocation imaging, zaprinast antagonism; higher % means a stronger effect;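 active means inhibition of at least 50% with at least 30 cells and total cytoplasm GFP at most 10,000,000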
HIV fusion peptide – cell-free HIV fusion peptide-binding blockers – biochemical, uHTS, fluorescence dequenching, primary screen (AID 1986); cell-free peptide binding, fluorescence dequenching, 30 min; higher % means a stronger effect; inhibition, % at 20 µM, or IC50 in µM where a hit was titrated; 0.3% of 290,000 active; in the data active means inhibition mostly above about 52%, no sharp cut-off; inactive means mostly below about 76%; further: some results filed as inactive read as strong as hits
NTR1 ag cell count 20 µM – also measured in NTR1 ag; calls as there; cell count; measured here: cell count, cytotoxicity flag
Dengue-2 NS5 capping pilot replicate – recorded beside Dengue-2 NS5 capping, whose call it bears; inhibition, %; measured here: pilot screen replicate inhibition
The depositor's hits bear a star; nt = no result given; [ ] = another dose, or the depositor's remark.

SMILES | Dengue-2 NS5 capping | NTR1 ag | NTR1 ag cell count 20 µM | AID2073 | SIAH1 antagonists | GPR55 beta-arrestin | UTI89 phage lysis | GPR55 antagonists | GPR35 arrestin U2OS | HIV fusion peptide | others
CC(C)(C)n1ncc2c(=O)n(CC(=O)c3ccccc3)cnc21 | 1% | -0.9 | 33 | 5% | -10% | 1.2% | 0.3% | 3% | 10% | -2.9%
COc1ccc(-c2noc(CCC(=O)NCC3CCCO3)n2)cc1 (stereo unspecified) | -5% | 1.4 | 47 | -12% | 1% | 0.1% | 1.0% | -6% | -12% | -0.9%
CCCN(CCC)S(=O)(=O)c1ccc(C(=O)Nc2nc(-c3ccccc3)c(C(=O)OCC)s2)cc1 | -4% | 4.3 | 59 | 22% | 5% | 0.3% | 2.2%[50 µM] | 3% | -3% | 6.4%
COC(=O)c1ccccc1NC(=O)CSc1ccc(C)cc1 | -9% | 2.6 | 82 | -1% | 3% | 0.0% | 1.1% | 6% | -19% | -2.1%
Cc1cccc(C(=O)NC(=S)Nc2ccc(N3CCOCC3)cc2)c1 | 1% | 0.5 | 59 | -16% | 4% | 0.9% | 5.6% | 7% | -16% | 0.9%
C=CCn1c(=O)c(C(=O)NCc2ccc(Cl)cc2)c(O)c2ccccc21 | -3% | 0.2 | 47 | 20% | 9% | 0.3% | 0.1% | 4% | -8% | 6.1% | Dengue-2 NS5 capping pilot replicate=-0.9
Cc1ccc[n+](CC(=O)N2CCCCC2)c1C | 1% | 0.2 | 75 | 10% | -1% | -0.1% | 0.1% | 7% | -1% | -0.8%
O=C(NC1CCCC1)C(c1ccccn1)N(C(=O)c1csnn1)C1CCCCC1 (stereo unspecified) | -1% | -1.3 | 83 | 14% | -1% | 0.2% | 1.5% | 3% | -2% | 0.2%
COc1ccc(-n2c(=O)c3c4c(sc3n(Cc3cccc(F)c3)c2=O)CN(C(C)=O)CC4)c(OC)c1 | nt | 0.8 | 67 | -2% | 1% | -0.7% | nt | 9% | 2% | 0.3%
O=C(CSc1ccc(-c2ccc(Br)cc2)nn1)NCC1CCCO1 (stereo unspecified) | 0% | 0.6 | 62 | 13% | 8% | 0.0% | 0.1% | 17% | -12% | -0.9%
CCSc1nnc(NC(=O)Cc2cc(OC)c(OC)c(OC)c2)s1 | 2% | -0.1 | 59 | 10% | 0% | -0.4% | 0.3% | 0% | -4% | 0.5%
COc1ccc(/C=C2\SC(=S)N(CCC(=O)Nc3ccccn3)C2=O)cc1OC | 1% | 14 | 58 | 17% | 3% | 0.4% | 1.3% | -10% | -6% | 20%
COc1cc(/C=N/NC(=O)c2c(-c3ccccc3)noc2C)ccc1O | 1% | 0.8 | 51 | -2% | -1% | -0.4% | 0.3% | 3% | -6% | -0.9%
O=C(Cc1cccs1)Nc1nc(-c2cccnc2)cs1 | 3% | 0.3 | 56 | 36% | 46% | 0.2% | 0.3% | 9% | 6% | 8.1%
CCc1cc(C(N)=O)c(NC(=O)c2ccc(OC)cc2)s1 | -3% | 7.0 | 50 | 24% | 6% | -0.2% | 1.2%[50 µM] | 2% | 16% | 0.4%
CCOC(=O)Cc1csc(NC(=O)/C=C/c2ccc(Br)o2)n1 | -10% | 1.3 | 55 | 15% | -4% | 0.3% | -0.2%[50 µM] | -9% | 5% | 0.2%
Cc1ccc(NC(=O)C2C3/C=C\CCCCC32)cc1C (stereo unspecified) | 1% | 12 | 50 | -4% | -4% | -0.1% | 0.5% | 16% | 22% | 1.5%
Nc1cc(N2CCCC2)c(Cl)cc1[N+](=O)[O-] | 3% | 1.9 | 58 | -1% | -1% | -0.3% | 5.1% | 7% | 9% | -3.6%
Cc1cc(C)n(-c2nc(-c3ccc(Cl)cc3)cs2)n1 | 0% | 5.1 | 67 | 2% | -5% | 0.5% | 0.9% | -9% | 9% | -1.8%
Cc1cc2[nH]c(=O)c(=O)[nH]c2cc1S(=O)(=O)N1CCC(C)CC1 | -2% | -3.7 | 72 | 14% | 4% | -0.3% | 3.5% | 5% | -2% | -1.2%
CN(C)S(=O)(=O)N(CC(=O)Nc1ccccc1C(F)(F)F)c1ccccc1 | nt | nt | nt | 4% | -3% | -0.2% | nt | -5% | 12% | 2.3%
C/C(=N\OC(=O)c1c(-c2c(F)cccc2Cl)noc1C)c1nccs1 | -1% | 2.1 | 60 | 10% | -3% | 0.8% | 0.4% | 5% | 13% | -1.4%
CCOC(=O)N/N=C/c1cn(CCCOc2ccccc2)c2ccccc12 | -2% | 3.8 | 64 | 10% | -7% | 0.3% | 1.2%[50 µM] | -2% | -8% | -3.5%
COc1ccc(-c2nnc(Nc3nc4c(OC)cccc4s3)o2)cc1 | 1% | nt | nt | 20% | -6% | -0.3% | 0.4% | -9% | 3% | 4.7%
O=C(NCC(=O)N(c1ccccc1)C(C(=O)NC1CCCC1)c1cccnc1)c1ccco1 (stereo unspecified) | -6% | 5.9 | 60 | 5% | 1% | 0.2% | 0.9% | 7% | -4% | 0.5%

The listing continues:
SMILES | Dengue-2 NS5 capping | NTR1 ag | NTR1 ag cell count 20 µM | AID2073 | SIAH1 antagonists | GPR55 beta-arrestin | UTI89 phage lysis | GPR55 antagonists | GPR35 arrestin U2OS | HIV fusion peptide | others
Cc1ccc(S(=O)(=O)Nc2cc(NC(=O)CN3CCOCC3)ccc2Cl)cc1 | -4% | -0.7 | 86 | 1% | -5% | 0.8% | 0.3% | 7% | 3% | -1.6%
CC1(C)Cc2ccccc2-c2nnc(-c3ccc(O)cc3)n21 | 1% | 1.9 | 39 | 0% | -4% | -0.2% | -0.1% | -2% | -11% | 4.5%
COc1cc(NS(=O)(=O)c2ccc(NC(=O)c3ccc([N+](=O)[O-])cc3)cc2)ncn1 | -6% | 1.9 | 56 | 3% | 1% | -0.2% | 0.1% | 9% | 9% | -0.9%
O=c1c2c(nc3cc(-c4ccc(F)cc4)[nH]n13)CCC2 | 1% | 1.2 | 49 | 20% | -6% | -0.5% | 0.6%[50 µM] | 20% | 9% | -3.5%
COc1ccc(Oc2nnc(-c3ccccc3)cc2C#N)cc1 | -10% | 1.2 | 46 | 17% | 0% | 0.0% | 0.2% | -4% | 11% | 2.1%
CC1CCN(c2c(NCC3CCC(C(=O)NCc4ccccc4)CC3)c(=O)c2=O)CC1 (stereo unspecified) | -2% | -3.3 | 63 | -2% | 5% | 0.3% | -1.6% | -4% | -8% | 1.4%
COc1cccc(Nc2nc(-c3cccs3)nc3ccccc23)c1 | -5% | 17 | 78 | 39% | 8% | 0.4% | 0.2% | 3% | -12% | 2.9%
N#Cc1ccc(C(=O)NCCCSc2ccccc2)cc1 | -13% | -2.0 | 58 | 1% | 7% | 0.4% | -0.2% | 4% | -7% | -1.1%
CSc1nc(N)nc(SC2C=CCCC2)c1C#N (stereo unspecified) | -5% | 1.6 | 33 | -10% | -8% | -0.1% | 4.0% | 12% | 8% | -2.9%
COc1cc(C(=O)NCC2(c3ccccc3)CCCC2)cc(OC)c1OC | -10% | 0.9 | 69 | -7% | 5% | 0.4% | -0.1% | -13% | -11% | -0.5%
O=C(C1CCN(S(=O)(=O)c2cccc3cccnc23)CC1)N1CCN(c2ccc(Cl)cc2)CC1 | -5% | 0.6 | 60 | 0% | -1% | 0.2% | 7.5% | 15% | 1% | -1.8%
O=C(Oc1ccc[nH]c1=O)c1cccc(Cl)c1 | 5% | -0.6 | 81 | -8% | 5% | 0.6% | 0.0% | 5% | 16% | 0.3%
O=c1[nH]c(-c2ccc(O)cc2)nc2scc(-c3cccs3)c12 | -4% | 10 | 59 | 8% | 3% | 0.2% | 2.0%[50 µM] | 2% | 0% | -0.4%
O=C(CN1C(=O)S/C(=C\c2ccccc2)C1=O)NNC(=O)c1ccccc1O | -4% | 2.0 | 57 | 1% | -1% | -0.2% | 1.4%[50 µM] | 8% | 2% | 7.1%
Cc1nn(C)cc1C1C(C#N)=C(N)N(c2ccc(F)c([N+](=O)[O-])c2)C2=C1C(=O)CCC2 (stereo unspecified) | -7% | 1.3 | 77 | 7% | -9% | -0.2% | 0.3%[50 µM] | 6% | 2% | 17%
Cc1ccc(C)c2c1cc(C)c1nnc(SCC(=O)Nc3nc4c(s3)CCCC4)n12 | -9% | 1.8 | 38 | 10% | 3% | -0.2% | 4.2% | 3% | -5% | -1.5%
C=CCn1c(=N)n(CC(=O)c2ccc(Br)s2)c2ccccc21 | -7% | -0.1 | 99 | 3% | 1% | 0.0% | 0.5% | 36% | 3% | -1.5%
NC(=O)CSc1nc(O)cc(=O)n1-c1ccccc1 | -6% | 0.4 | 79 | 4% | 5% | -0.1% | 0.1% | 11% | 2% | 1.0%
C#CCOc1ccc(/C=C2/C(=O)NN(c3ccc(F)cc3)C2=O)cc1OC | 14% | 1.6 | 96 | 28% | 16% | -0.1% | 0.1% | 12% | 9% | 4.8%
Cc1ccc2[nH]cc(CCNC(=O)CN3C(=O)c4ccccc4C3=O)c2c1 | -9% | -0.7 | 92 | -8% | -7% | -0.2% | 0.0% | -2% | 5% | -1.1%
CC1CCC(NC(=O)C(NS(=O)(=O)c2cccc3nsnc23)C(C)C)CC1 (stereo unspecified) | -4% | -0.3 | 81 | 11% | 0% | -0.2% | 0.3% | 13% | 25% | -1.3%
CCOC(=O)c1[nH]c(C)c(C(=O)Nc2cc(OC)ccc2OC)c1C | -6% | 7.7 | 57 | -3% | -4% | -0.1% | 5.7% | -9% | 4% | -3.6%

Retrieved by compound from above, two records:
SMILES | Dengue-2 NS5 capping | NTR1 ag | NTR1 ag cell count 20 µM | AID2073 | SIAH1 antagonists | GPR55 beta-arrestin | UTI89 phage lysis | GPR55 antagonists | GPR35 arrestin U2OS | HIV fusion peptide | others
COc1ccc(-c2noc(CCC(=O)NCC3CCCO3)n2)cc1 (stereo unspecified) | -5% | 1.4 | 47 | -12% | 1% | 0.1% | 1.0% | -6% | -12% | -0.9%
Cc1ccc[n+](CC(=O)N2CCCCC2)c1C | 1% | 0.2 | 75 | 10% | -1% | -0.1% | 0.1% | 7% | -1% | -0.8%

3 compounds already listed, arranged by number of heavy atoms, rising:
SMILES | Dengue-2 NS5 capping | NTR1 ag | NTR1 ag cell count 20 µM | AID2073 | SIAH1 antagonists | GPR55 beta-arrestin | UTI89 phage lysis | GPR55 antagonists | GPR35 arrestin U2OS | HIV fusion peptide | others
C#CCOc1ccc(/C=C2/C(=O)NN(c3ccc(F)cc3)C2=O)cc1OC | 14% | 1.6 | 96 | 28% | 16% | -0.1% | 0.1% | 12% | 9% | 4.8%
Cc1ccc(S(=O)(=O)Nc2cc(NC(=O)CN3CCOCC3)ccc2Cl)cc1 | -4% | -0.7 | 86 | 1% | -5% | 0.8% | 0.3% | 7% | 3% | -1.6%
COc1cc(NS(=O)(=O)c2ccc(NC(=O)c3ccc([N+](=O)[O-])cc3)cc2)ncn1 | -6% | 1.9 | 56 | 3% | 1% | -0.2% | 0.1% | 9% | 9% | -0.9%
